# Source: PubChem BioAssay (several laboratories)
# RPL19A-GFP yeast: yeast TOR pathway RPL19A-GFP modulation; S. cerevisiae RPL19A-GFP strain, flow cytometry, 3 h; stronger effect = lower value; percent response vs DMSO, % at 10 µM; hit rate 0.3% among 330,000; AID 2025;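 active = percent response vs DMSO below 50%; inconclusive = fewer than 70 events counted for the yeast strain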;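 also: median channel GFP fluorescence of the barcoded RPL19A-GFP strain; ratio of sample median GFP to plate DMSO average so 100% = DMSO; lower means less RPL19A-GFP as with rapamycin TOR inhibition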
# Yeast superoxide: caloric restriction mimetics inhibiting age-related superoxide in yeast; S. cerevisiae aged cells, superoxide DHE fluorescence; stronger effect = lower value; superoxide response (% of plate mean), % at 10 µM; hit rate 0.18% among 330,000;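 active = superoxide response under a set limit, about three screen SD below normal, cut at about 65% in these data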;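 also: yeast aged for seven days with compound at 30 °C before DHE staining; 100% = average MFI of all compound-treated wells on the plate with controls excluded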
# Efflux pump inh: blocks antifungal efflux pumps in multiplex yeast assay; S. cerevisiae Candida pump triplex, Nile Red efflux; inhibition, % at 10 µM; hit rate 0.44% among 330,000; AID 485275;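 active = plate passing quality check with inhibition over a set limit, or well fluorescence over plate mean plus 4 SD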;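 also: Nile Red retained in pooled yeast measured as flow cytometry median fluorescence; 0% = buffer negative control and 100% = Enniatin B positive control; higher means more Nile Red kept so more efflux inhibition; some compounds called inactive have numbers as strong as hits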
# AHR act: activates the human aryl hydrocarbon receptor. AHR-responsive luciferase reporter cells, luminescence. hit rate 2.5% among 320,000. P35869. activation, % at 5 µM; in the data active = activation above about 47%;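 also: 0% = vehicle wells and 100% = reference agonist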
# Target sequence (P35869 whole entry, looked up): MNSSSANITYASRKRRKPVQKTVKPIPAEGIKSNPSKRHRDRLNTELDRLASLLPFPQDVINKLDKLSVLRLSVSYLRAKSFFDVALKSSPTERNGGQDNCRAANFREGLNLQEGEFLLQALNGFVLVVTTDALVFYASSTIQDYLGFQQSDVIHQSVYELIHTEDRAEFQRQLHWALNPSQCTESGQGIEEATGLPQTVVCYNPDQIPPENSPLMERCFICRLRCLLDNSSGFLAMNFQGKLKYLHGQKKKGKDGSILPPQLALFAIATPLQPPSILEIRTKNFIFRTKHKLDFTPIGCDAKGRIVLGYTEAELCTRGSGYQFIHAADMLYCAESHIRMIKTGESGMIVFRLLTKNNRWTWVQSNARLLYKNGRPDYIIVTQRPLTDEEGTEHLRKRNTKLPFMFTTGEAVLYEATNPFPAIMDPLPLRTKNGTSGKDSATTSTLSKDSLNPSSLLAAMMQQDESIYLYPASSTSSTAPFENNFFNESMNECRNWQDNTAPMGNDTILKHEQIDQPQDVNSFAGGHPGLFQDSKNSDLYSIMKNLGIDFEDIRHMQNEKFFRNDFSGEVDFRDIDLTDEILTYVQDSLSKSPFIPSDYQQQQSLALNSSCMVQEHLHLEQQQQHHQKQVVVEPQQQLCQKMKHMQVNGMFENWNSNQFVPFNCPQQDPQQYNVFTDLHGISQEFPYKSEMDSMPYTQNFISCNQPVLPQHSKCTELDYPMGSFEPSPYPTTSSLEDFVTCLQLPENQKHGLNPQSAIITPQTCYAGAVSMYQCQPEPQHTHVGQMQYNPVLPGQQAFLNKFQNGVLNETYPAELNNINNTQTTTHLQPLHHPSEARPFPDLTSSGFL
# MEP2 TOR yeast: yeast TOR pathway MEP2-GFP modulation | S. cerevisiae MEP2-GFP strain, flow cytometry GFP, 3 h; 100% = DMSO control level | GFP response vs DMSO, % at 10 µM | hit rate 0.51% among 330,000 | AID 2016;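 active = GFP response versus DMSO above a set limit, roughly screen mean plus 3 SD, cut at about 180% in these data; inconclusive = fewer than 70 cells counted for a yeast strain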;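 also: median GFP fluorescence of the barcode-gated MEP2-GFP cells per well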
# CIT2-GFP yeast: modulators of TOR pathway CIT2-GFP in S. cerevisiae; S. cerevisiae CIT2-GFP strain, flow cytometry, 3 h; 100 means same as DMSO wells; GFP response vs DMSO, % at 10 µM; hit rate 0.065% among 320,000;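 active = GFP response relative to DMSO above a set limit, near the screen mean plus 3 SD, cut at about 150% in these data; inconclusive = Fewer than 70 cells measured for a yeast strain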;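 also: ratio of well median GFP fluorescence to mean of DMSO wells on the plate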
# AGP1 TOR yeast: yeast TOR pathway AGP1-GFP modulation; S. cerevisiae AGP1-GFP multiplex flow cytometry, 3 h; GFP as percent of DMSO wells; GFP response vs DMSO, % at 10 µM; hit rate 0.02% among 320,000; AID 2066;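 active = GFP response relative to DMSO above a set limit, near screen average plus 3 SD, cut at about 150% in these data; inconclusive = fewer than 70 cells counted for the yeast strain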;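 also: median GFP channel fluorescence of the gated AGP1 strain per well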
# LAP4-GFP MLPCN: alters LAP4-GFP fluorescence in TOR pathway yeast screen | S. cerevisiae LAP4-GFP multiplex, flow cytometry GFP, 3 h; median GFP as percent of DMSO wells | GFP response vs DMSO, % at 10 µM | hit rate 0.34% among 320,000;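 active = GFP response vs DMSO above a set limit, about the screen mean plus 3 SD, cut at about 150% in these data; inconclusive = under 70 cell events counted for the yeast strain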
# Starred values were filed as active, the others as inactive; ? = inconclusive; . = no result given; [ ] = another dose, or the depositor's remark.
SMILES,RPL19A-GFP yeast,Yeast superoxide,Efflux pump inh,AHR act,MEP2 TOR yeast,CIT2-GFP yeast,AGP1 TOR yeast,LAP4-GFP MLPCN
CC(C)Cn1c(N)c(C(=O)CSc2nncs2)c(=O)n(C)c1=O,96,117,0.0,1,91,98,95,93
O=C(NCC(=O)N1CCc2ccccc2C1)c1ccccc1Cl,?,100,0.1,.,86[may fluoresce red],74[may fluoresce red],87[may fluoresce red],76[may fluoresce red]
COc1ccc(/C=C/C(=O)Nc2cccc(S(=O)(=O)NC3=NCCCCC3)c2)cc1,99,91,-0.2,-1,97,99,100,113
Cc1ccc2nc3c(cc2c1)c(NS(=O)(=O)c1ccccc1)nn3CC(C)C,86,91,0.0,0,96,101,94,94
CC(C)Sc1nc2sc(-c3ccccc3)cc2c(=O)n1N,95,99,-0.1,2,107,99,93,97
FC(F)(F)c1cccc(NC(=S)N2CCN(c3ccccn3)CC2)c1,115,91,0.0,0,106,103,108,90
O=C(O)/C(=C\c1cccc([N+](=O)[O-])c1)c1ccc(S(=O)(=O)N2CCCCC2)s1,94,113,-0.2,3,95,104,102,103
CCOC(=O)Cn1c(C)nc2ccccc21,103,97,0.0,2,104,97,110,99
O=C(O)C(Cc1ccc(Cl)cc1)Sc1nc2ccccc2[nH]1 (configuration not stated),101,95,0.0,.,107,95,95,101
CCc1cc(=O)oc2cc(C)c3c(C)coc3c12,99,103,-0.1,1,97,91,99,106
COc1ccc(CCN2C(=O)CC(N3CCN(S(=O)(=O)c4ccccc4)CC3)C2=O)cc1OC (configuration not stated),116,112,0.1,-2,109,95,104,102
Cc1c(Br)c([N+](=O)[O-])nn1CCCC(=O)N1CCN(c2ccccc2)CC1,101,102,0.1,4,112,95,104,112
O=C(CSCc1c(F)cccc1Cl)NCc1ccncc1,102,99,-0.1,-1,97,103,107,111
CCOC(=O)N1CCN(C2=CC(=O)OC23CCCCC3)CC1,103,104,-0.1,-2,104,102,104,106
Cc1ccc(NC(=O)COc2ccccc2C(=O)NCCN(C)C)cc1,98,103,0.2,-1,86,82,83,78
CCC(CC)C(=O)Nc1cccc(C(=O)N2CCCC2)c1,91,89,0.1,0,99,96,92,100
CN(CC(=O)Nc1cccc(F)c1)C(=O)c1ccc(C2SCCS2)cc1,103,104,0.1,20,102,97,99,106
CC(=O)N1CCN(S(=O)(=O)c2cccc(C(=O)Nc3nc4ccccc4[nH]3)c2)CC1,102,107,0.1,7,103,100,102,104
O=C(CC1SC(=O)N(Cc2cccc3ccccc23)C1=O)Nc1nccs1 (configuration not stated),102,104,0.0,71*,100,100,107,95
COc1ccc(C(=O)NCC(=O)NCC(=O)OCC(=O)c2ccc(C)cc2)cc1,105,98,0.1,-1,110,110,100,95
COc1cc(NC(=O)c2cccs2)c(OC)cc1NC(=O)c1cccs1,120,108,-0.1,57*,110,107,108,98
O=[N+]([O-])c1ccc(N2CCN(C(=S)Nc3ccc(F)cc3F)CC2)cc1,98,92,0.0,-5,90,88,98,112
COc1ccc(/C=N/n2nnnc2N)cc1OC,101,85,0.1,10,94,101,101,101
CCn1c(CO)nc2c1c(=O)[nH]c(=O)n2Cc1ccccc1,101,94,1.0,1,85,96,98,89
CC(C)(C)NC(=O)C(=O)NN=C1CCCCCCC1,89,112,0.0,3,85,90,91,95
CCCCCC(=O)N1CCN(CCN=CC2=C(O)CC(c3ccc(OC)cc3)CC2=O)CC1 (configuration not stated),101,100,0.1,1,98,100,99,103
CCOCCCNC(=S)N1CCCC(c2nc3ccc(C)cc3[nH]2)C1 (configuration not stated),120,99,0.1,5,107,111,112,111
O=C(COC(=O)CCCSc1nc2ccccc2[nH]1)Nc1cccc(F)c1,108,77,0.1,-1,111,122,100,100
CN(C)c1ncc(S(=O)(=O)c2ccccc2)c(-c2ccccc2Cl)n1,101,95,0.0,1,101,103,103,102
Cc1cccc(N2CCN(C(=O)Cc3cn(C)c4ccccc34)CC2)c1C,94,104,0.4,17,97,86,94,119
CO/N=C/C1C(=O)NN=C1c1ccccc1 (configuration not stated),98,93,0.1,0,99,99,97,86
COc1cccc(/C=C2\Oc3cc(OCC(=O)N4CCC[C@H]4C(=O)O)ccc3C2=O)c1,102,131,0.6,0,108,98,102,108
CC(C)(C)S(=O)(=O)c1cnc(N2CCOCC2)nc1N,91,99,0.1,0,93,92,100,98
COc1ccc(CCNc2oc(COc3ccc(Br)cc3)nc2C#N)cc1OC,96,103,0.1,8,106,96,101,105
CC(C)CN1C(=S)SC(C)(C)C1n1oc(=O)n(-c2ccc(Cl)cc2)c1=O (configuration not stated),98,95,0.0,0,99,93,95,117
CCN(CC)c1ccc(C(=O)N/N=C/c2ccccc2OC(F)F)cc1,103,91,0.4,27,101,99,97,96
COc1ccc(C(=O)NCC(C)NC(=O)c2ccc(OC)c(Br)c2)cc1Br (configuration not stated),96,97,0.0,6,98,96,105,105
CC12CCC(C(=O)Nc3nc4ccccc4s3)(OC1=O)C2(C)C (configuration not stated),99,102,0.1,17,93,84,85,109
Fc1ccc(-c2cc(-c3ccccc3)nc(-n3cccn3)n2)cc1,102,91,0.1,-10,109,100,91,97
CC(=O)c1cccc(-n2nnnc2SCC(=O)Nc2ccccc2N2CCCCC2)c1,92,109,0.1,1,93,90,95,94
COc1ccc2oc(=O)c(C(=O)OCc3ccccc3)cc2c1,109,106,-0.2,2,105,102,91,89
COc1ccccc1N(CC(=O)NC1CCCCC1)S(=O)(=O)c1cccs1,98,106,0.0,2,96,102,107,104
CCn1nc(CC(=O)Nc2nnc(CC(=O)N3CCOCC3)s2)c2ccccc2c1=O,102,96,-0.1,2,135,97,103,114
Cc1ccc(CN2CCN(C(=O)CCN3C(=O)c4ccccc4C3=O)CC2)cc1,83,105,0.0,1,109,99,91,98
CC(=O)N[C@@H](C)C(=O)N1CCC(n2nccc2NC(=O)CCCc2ccccc2)CC1,98,97,-0.1,2,95,103,98,94
Cc1ccc(C(=O)NC2CCS(=O)(=O)C2)cc1S(=O)(=O)N1CCCCC1 (configuration not stated),?,108,0.0,-1,?,?,?,?
COc1ccc(C(=O)NCCN2CCOCC2)cc1S(=O)(=O)Nc1ccc(C)cc1,106,81,0.0,4,106,101,109,96
CCCc1c(C(=O)N/N=C/c2ccccc2OCc2ccc(F)cc2)nnn1-c1nonc1N,102,111,0.2,2,105,106,103,96
O=C1/C(=C\c2ccco2)SC(=S)N1c1ccc(O)cc1,95,115,0.4*,1,108,104,108,96
CCOC(=O)CSc1nc2c(c(=O)n(C)c(=O)n2C)n1Cc1ccccc1F,104,91,0.0,0,110,105,109,107
O=C(c1cc(-c2ccc(Cl)cc2Cl)on1)N1CCCC1,97,94,0.1,-13,99,81,96,107
Cc1csc(SC(C)C(=O)Nc2ccc3c(c2)OCCO3)n1 (configuration not stated),94,97,-0.1,6,96,82,94,97
CN(C)c1ccc(NS(=O)(=O)c2cccc(Cl)c2)cc1,?,107,1.6,4,98[may fluoresce red],113[may fluoresce red],88[may fluoresce red],78[may fluoresce red]
Cc1cc(C)c(OCC(=O)N(Cc2ccc(N(C)C)cc2)C2CCS(=O)(=O)C2)c(C)c1 (configuration not stated),104,113,0.0,3,107,98,106,110
CC(C)C(=O)N1CCN(c2ccccc2NC(=S)NC(=O)Cc2ccccc2)CC1,109,91,-4.7,-2,98,107,100,95
CC(C)(C)NC(=O)CN(Cc1ccc(F)cc1)C(=O)Cn1nnc(-c2ccc(F)cc2)n1,106,76,-0.1,-3,109,110,107,95
CCCC(=O)NCCCc1nc2ccccc2[nH]1,90,108,0.3,2,89,84,90,95
Cc1ccc(-n2nc3c(=O)n(CCCC(=O)NCC(C)c4ccccc4)nc(C)c3c2C)cc1 (configuration not stated),102,102,0.0,0,106,110,102,98
COc1ccc(NC(=O)CN(C)C(=O)CCC2CCCC2)cc1,108,109,1.1,.,102,86,95,87
CC(C)CC(=O)NC(=S)Nc1ccccc1F,101,93,-0.1,7,102,106,.,99
# Later entries
SMILES,RPL19A-GFP yeast,Yeast superoxide,Efflux pump inh,AHR act,MEP2 TOR yeast,CIT2-GFP yeast,AGP1 TOR yeast,LAP4-GFP MLPCN
O=C(COc1ccc(S(=O)(=O)N2CCOCC2)cc1)Nc1ccccc1Cl,103,103,-0.1,-2,110,95,101,108
C=CCNC(=O)CN1CCC(c2nc3ccccc3[nH]2)CC1,96,109,0.4,0,103,97,96,98
COC(=O)c1cc(NC(=O)CCc2c(C)nc3ncnn3c2C)cc(C(=O)OC)c1,103,95,0.1,0,99,109,104,99
C=CCn1c(CNC(=O)c2cccs2)n[nH]c1=S,107,116,0.0,0,107,89,97,101
O=S(=O)(Cc1nnnn1-c1ccccc1)c1ccc(Cl)cc1,106,112,0.0,-3,113,.,103,102
O=C(NC(=S)N1CCCCC1c1cccnc1)c1ccc(Br)cc1 (configuration not stated),102,110,0.0,-3,102,102,106,120
CC(C)(C)C1c2[nH]c3ccccc3c2CCN1Cc1cccc(OCCO)c1 (configuration not stated),97,97,0.2,14,95,95,98,103
CCCCC1=CC2=CC(=O)C(C)(OC(=O)CC)C(=O)C2=CN1Cc1ccco1 (configuration not stated),89,95,0.0,3,83,87,81,115
CC(C(=O)NCCCn1ccnc1)(c1ccccc1)c1ccccc1,99,84,0.0,12,99,96,97,99
CCCCCC(=O)N/N=C(\C)c1ccc(N2CCCCC2)cc1,86,109,0.0,5,98,93,86,86
Cc1cc(=O)n2nc(N3CCC(C(=O)N4CCN(c5ccccc5)CC4)CC3)sc2n1,97,91,0.2,2,95,101,105,104
CC1=C/C(=C/N(C)C)C(=O)O1,19*[may fluoresce violet],90,-0.1,-1,?,?,?,130[may fluoresce violet]
CCN=c1scc(C)n1/N=C/c1cc(Br)c(O)c(OC)c1,87,113,-0.1,49*,88,81,89,105
CCN1CCCC1CNC(=O)C(=O)Nc1cccc(OC)c1 (configuration not stated),97,76,0.0,1,106,103,96,91
CCC1CCCCN1S(=O)(=O)c1ccc(S(=O)(=O)N(Cc2cccs2)C2CC2)cc1 (configuration not stated),100,94,0.0,0,96,100,99,99
CC1=C(C(=O)N2CCCC(N3CCN(c4cccc(C(F)(F)F)c4)CC3)C2)OCCO1 (configuration not stated),112,105,-0.6,-2,108,107,112,112
CCc1cc2c(cc3c(=O)n(CC(=O)NCCCN4CCCCCC4)nc(CC)n32)s1,98,92,0.0,3,106,101,105,98
CCC(Cc1ccccc1)NS(=O)(=O)c1csc(C(N)=O)c1 (configuration not stated),93,93,0.3,12,94,88,90,95
O=C(CCN1C(=O)c2cccc3cccc(c23)C1=O)NCC1CCCO1 (configuration not stated),98,107,0.1,-10,99,96,99,101
CCCCNc1ncnc2c1nnn2Cc1ccccc1Cl,100,100,-0.1,4,99,102,92,94
COc1cc(NC(=O)c2ccccc2F)c(OC)cc1NC(=O)CN1CCOCC1,99,114,0.1,51*,93,93,95,99

# Random excerpt: 2 compounds from above.
SMILES,RPL19A-GFP yeast,Yeast superoxide,Efflux pump inh,AHR act,MEP2 TOR yeast,CIT2-GFP yeast,AGP1 TOR yeast,LAP4-GFP MLPCN
CCc1cc2c(cc3c(=O)n(CC(=O)NCCCN4CCCCCC4)nc(CC)n32)s1,98,92,0.0,3,106,101,105,98
CCCCNc1ncnc2c1nnn2Cc1ccccc1Cl,100,100,-0.1,4,99,102,92,94
